NPC1 prom act: NPC1 promoter activation | Potency, µM (top dose mostly 9.22 µM), for the others: top-dose activation, usual class: activators | Huh7 NPC1 promoter luciferase reporter, 24 h | actives 2.4% (n = 320,000) | AID 485313;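 also: % of control where 0% means no effect; nearly all actives have a fitted effect of over 60% in size; reporter is driven by a mutant NPC1 promoter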
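Luminescence from an NPC1 promoter-driven luciferase reporter in stably transfected Huh7 cells was measured after 24 h compound treatment at 37 °C, followed by 10 min ambient incubation with luciferase detection reagent.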
p53 reactivator: re-activators of mutant p53 | H1299 p53-A138V BP100-luciferase reporter, luminescence, 24 h | Potency, µM (titrated, usually from 92.2 µM), without a hit: at the top dose activity change, positive = activation, hits mostly activators | actives 0.063% (n = 320,000) | AID 504706; also: % of control where 0% means no effect; nearly all actives have a fitted effect of over 45% in size
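H1299 (p53-null), stable ts p53-A138V + BP100-Luc; 1000 cells/well, Opti-MEM/10% FBS; cpd 4 pt, 1:5; 24 h, 37 deg C, 5% CO2; detection reagent 10 min RT; luminescence.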
ELG1 genotox: genotoxicity induction in ELG1-luciferase HEK293T cells | HEK293T ELG1-luciferase reporter, luminescence, 16 h | Potency, µM (highest dose often 46 µM), for the others: at the highest dose activity change, positive = activation, actives largely listed as activators | actives 1.3% (n = 330,000) | AID 504466; also: % of control where 0% means no effect; nearly all actives have a fitted effect of over 60% in size
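HEK293T cells expressing luciferase-tagged ELG1 were treated with compound or DMSO for 16 hr at 37°C. Luciferase activity was then read after 30 min with ONE-Glo at room temperature; rising signal flags genetic stress.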
RORgamma inh: inhibitors of mouse ROR gamma transcriptional activity | P51450 | Drosophila S2 Gal4-RORgamma UAS-luciferase reporter, 20 h | Potency, µM (top dose mostly 53.6 µM), for inactives: at the top dose activity change, negative = inhibition, most hits filed as inhibitors | actives 5.4% (n = 310,000); also: % is scaled to controls: 0 for no effect and ±100 for the full control effect; nearly all actives have a fitted effect of over 60% in size
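A Gal4/UAS one-hybrid system in insect cells: metallothionein-promoter Gal4–ROR gamma fusion plus Photinus luciferase reporter. Copper sulfate 700 uM final, 20 hr ambient incubation, luminescent detection after 10 min with reagent.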
Rab9 promoter act: activators of Rab9 promoter; Huh7 Rab9 promoter-luciferase reporter, luminescence, 24 h; actives 2.8% (n = 320,000); Potency, µM (top dose mostly 9.22 µM), for the others: at the highest dose activation, negative = inhibition, most hits filed as activators; also: % of control where 0% means no effect; nearly all actives have a fitted effect of over 60% in size
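Rab9 promoter-driven luciferase in stably transfected Huh7 cells; 1500 cells/well rested 2 h, exposed to compound in DMSO for 24 h at 37 °C, 5% CO2. Luminescence read 10 min after adding luciferase reagent at ambient temperature.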
MBNL1-CUG inh: blocks human MBNL1 binding to CUG repeat RNA; Potency, µM (highest dose often 57.5 µM), inactives show top-dose activity change, negative = inhibition, most hits filed as inhibitors; TR-FRET MBNL1-His/biotin-(CUG)12 binding, 665/545 ratio; actives 0.036% (n = 280,000); active = well fitted inhibition curve with a large enough effect in the signal ratio, with a control signal flat, not every such curve was filed as active; inconclusive = small, poorly fitted or top-dose-only effect, or effect the other way, or a change in a side signal; inactive = no such curve, though single readings can be large or run the other way; the % refers to the signal ratio; also: % is scaled to controls: 0 for no effect and ±100 for the full control effect
Target sequence (Q9NR56 whole entry, looked up): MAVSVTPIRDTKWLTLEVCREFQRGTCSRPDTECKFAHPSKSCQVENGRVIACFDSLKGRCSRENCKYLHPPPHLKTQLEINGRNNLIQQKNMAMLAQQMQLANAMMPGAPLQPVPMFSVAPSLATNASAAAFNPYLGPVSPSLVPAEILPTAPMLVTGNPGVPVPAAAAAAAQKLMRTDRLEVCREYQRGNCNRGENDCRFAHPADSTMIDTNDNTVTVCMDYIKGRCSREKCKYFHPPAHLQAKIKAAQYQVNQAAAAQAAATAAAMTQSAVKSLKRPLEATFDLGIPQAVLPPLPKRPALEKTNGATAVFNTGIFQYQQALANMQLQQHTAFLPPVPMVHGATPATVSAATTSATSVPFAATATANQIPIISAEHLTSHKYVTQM
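TR-FRET readout: Ex 340 nm, 665/545 nm emission ratio, normalized to buffer-only (basal) and MBNL1-(CUG)12 controls. Complex of MBNL1-His with Biotin-(CUG)12, compounds 92 nM–58 uM, incubated 60 min at room temperature.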
Gal4-VP16 FLuc: Gal4-VP16 reporter inhibition counter-screen | Drosophila S2 Gal4-VP16 UAS-luciferase, luminescence, 20 h | Potency, µM (top dose mostly 53.6 µM), for the others: top-dose activity, negative = inhibition, most hits filed as inhibitors | actives 3.5% (n = 310,000) | AID 2546;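 also: Gal4-VP16 expression switched on by copper sulfate through the metallothionein promoter; % is scaled to controls: 0 for no effect and ±100 for the full control effect; nearly all actives have a fitted effect of over 50% in size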
FLuc counter: inhibits or activates purified firefly luciferase, miR-21 counter-screen. P08659. purified FLuc, Km substrates, luminescence inhibition. Potency, µM (top dose mostly 57.5 µM), for inactives: top-dose activity change, negative = inhibition, actives largely listed as inhibitors. actives 6.9% (n = 360,000). AID 588342;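 also: plate controls were vehicle for no effect and reference inhibitor for full effect; nearly all actives have a fitted effect of over 55% in size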
Target sequence (P08659 whole entry, looked up): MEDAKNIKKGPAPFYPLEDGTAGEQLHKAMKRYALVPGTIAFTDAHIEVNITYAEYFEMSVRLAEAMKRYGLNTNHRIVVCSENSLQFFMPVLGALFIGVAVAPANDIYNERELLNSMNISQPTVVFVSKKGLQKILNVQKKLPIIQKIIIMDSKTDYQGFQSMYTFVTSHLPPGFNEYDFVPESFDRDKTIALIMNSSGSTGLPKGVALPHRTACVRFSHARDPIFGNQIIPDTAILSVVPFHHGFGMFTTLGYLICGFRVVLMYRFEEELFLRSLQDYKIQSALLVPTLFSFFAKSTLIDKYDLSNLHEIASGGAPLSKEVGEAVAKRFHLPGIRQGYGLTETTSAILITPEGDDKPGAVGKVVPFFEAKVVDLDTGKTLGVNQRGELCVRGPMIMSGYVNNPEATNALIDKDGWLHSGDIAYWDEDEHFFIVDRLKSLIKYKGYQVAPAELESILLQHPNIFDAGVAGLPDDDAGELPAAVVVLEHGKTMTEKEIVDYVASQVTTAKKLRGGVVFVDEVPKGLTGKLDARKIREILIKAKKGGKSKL
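Purified P. pyralis luciferase, 10 nM final, with Km-level 10 uM D-luciferin and 10 uM ATP in 50 mM Tris acetate pH 7.5, 10 mM Mg acetate, 0.01% Tween-20, 0.05% BSA; 6-point qHTS titration about 60 µM downward; luminescence read.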
uPA surface inh: inhibitors of cell surface uPA generation. Potency, µM (series often up to 38.3 µM), for the others: at the top dose activity change, negative = inhibition, actives largely listed as inhibitors. actives 0.31% (n = 330,000). cell surface uPA generation assay, qHTS; active = well fitted inhibition curve with a large enough effect; inconclusive = small, poorly fitted or top-dose-only effect; inactive = no such curve, though single readings can be large or run the other way; tested in mouse RAW 264.7 cells; also: % is scaled to controls: 0 for no effect and ±100 for the full control effect; nearly all actives have a fitted effect of over 55% in size
BRCA1 expr up: activators of BRCA1 expression; actives 1.1% (n = 380,000); Potency, µM (doses to about 46.1 µM), for the others: top-dose activation, usual class: activators; MCF7-BRCA1-FFLuc reporter, luminescence, 48 h; response scale: scaled: vehicle 0%, 10 µM genistein 100%; also: nearly all actives have a fitted effect of over 80% in size; some results filed as inactive show a strong effect at the top dose
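Using MCF7 cells harboring a BRCA1 firefly luciferase reporter, plated 2 h before compound pinning, the screen measured luminescence after 48 h incubation. Responses were normalized to DMSO and 10 microM genistein, then fitted for concentration-effect.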
Active calls of the source: *; ? = inconclusive; · = not tested or not shown; & = joins results of further samples; [ ] = dose if it differs, or a comment. Unless noted, calls follow the shape of the dose curve; as a rule, active = well fitted curve in the direction sought with a large enough effect; inconclusive = small, poorly fitted or top-dose-only effect, or another doubt; inactive = no such curve, though single readings can be large; an effect the other way counts as inactive or inconclusive. Potency is read from the fitted curve at half-maximal effect.

SMILES | NPC1 prom act | p53 reactivator | ELG1 genotox | RORgamma inh | Rab9 promoter act | MBNL1-CUG inh | Gal4-VP16 FLuc | FLuc counter | uPA surface inh | BRCA1 expr up
Cc1cccc(N2C(=O)SC(N(CC(=O)O)c3cccc(C)c3)C2=O)c1 (stereo not drawn) | 10.1% | 10.0% | 2.5% | ? | 3.4% | 7.6% | 0.2% | -3.9% | -4.0% | -1.1%
CN(C(=O)COC(=O)c1cccc(S(=O)(=O)N2CCCCC2)c1)C1CCS(=O)(=O)C1 (stereo not drawn) | -3.0% | 1.8% | 9.3% | · | -1.9% | · | · | 0.9% | -2.2% | -3.2%
CNC(=S)NN(c1ccccc1)c1ccccc1 | 0.2% | -4.1% | 0.1% | 17.8µM* | 6.9% | -5.8% | ? | -0.4% | · | 6.2%
O=C(OCC(=O)N1CCCC1=O)C1CCN(S(=O)(=O)c2c(Cl)cccc2Cl)CC1 | 7.6% | -7.7% | -6.6% | -6.5% | 11.1% | -0.7% | ? | 0.3% | 5.8% | -15.8%
CCN1CCN(C(=O)c2ccc3c(=O)n(CCc4ccccc4)c(=O)[nH]c3c2)CC1 | 24.7% | 11.6% | 9.2% | 34.8% | ? | 3.5% | -10.7% | -4.0% | -0.6% | 0.0%
CC(NC(=O)CS(=O)(=O)c1ccccc1)c1ccccc1 (stereo not drawn) | 2.9% | -0.9% | 3.8% | 5.4% | 3.1% | -0.5% | -3.1% | 0.2% | 1.5% | -3.5%
CCCCCCOC(=O)C(C#N)c1nc2ccccc2nc1N1CCN(C)CC1 (stereo not drawn) | -0.3%&-4.3% | -9.9% | -5.9% | 14.5% | 3.4%&1.0% | 11.0% | -8.4% | -4.1%&-1.1% | -10.6% | -57.8%
O=C(Nc1nc2c(Br)cccc2s1)C1CC1 | 9.9% | 3.1% | -7.8% | 28.1% | 18.4% | -3.3% | 1.8% | -16.4% | ? | -16.1%
Cc1occc1-c1nnc(SCC(=O)Nc2nc(C(C)(C)C)cs2)o1 | 21.1% | 24.7% | ? | ? | 17.1% | -6.2% | ? | 3.7% | -16.3% | 35.9%
C=CCN(C(=O)c1cccc(S(=O)(=O)N2CCN(C)CC2)c1)c1nc(-c2ccccc2)cs1 | -1.5% | 3.8% | -0.3% | 39.6% | -1.1% | -0.3% | -1.9% | -2.4% | -7.7% | -71.6%
COC(=O)C1=CN(C(C)C)C=C(C(=O)OC)C1c1cc2c(cc1Br)OCO2 | -3.9% | -7.4% | -0.8% | 18.2% | -11.2% | 18.3% | 2.4% | 2.2% | · | -1.2%
COc1cc(/C=N/N(CCO)C2=NS(=O)(=O)c3ccccc32)cc(OC)c1OC | -2.6% | -4.8% | -2.9% | -4.7% | -4.1% | -1.4% | -5.9% | -1.8% | 2.3% | -19.8%
O=C(c1ccccc1F)N1CCN(c2cnn(-c3cccc(Cl)c3)c(=O)c2Cl)CC1 | 0.4% | -3.7% | -18.0% | 25.3% | -1.9% | ? | ? | 1.2% | -5.7% | -12.4%
CN(C)CCOC(c1ccc(Cl)cc1)c1ccccn1 (stereo not drawn) | -2.0% | -2.5% | 0.0% | 8.2%[10 µM] | -0.7% | -5.3% | 5.1%&4.4%&-0.8% | -0.9% | -9.7%&-10.3% | -5.0%&-0.7%
Nc1nonc1-c1nc2ccccc2n1CC(=O)Nc1ccccc1 | -29.7% | · | · | 0.0% | -8.1% | -2.0% | 1.2% | -0.4% | -5.4% | -19.4%
CC(=O)Nc1ccc(CN2CCCC(C(=O)c3ccc(C(F)(F)F)cc3)C2)cc1 (stereo not drawn) | -8.3% | -1.8% | -7.8% | 30.3% | 0.2% | -15.1% | 3.4% | 1.7% | -4.8% | 1.7%
CC(=NNC(=O)c1cccc(S(=O)(=O)N2CCOCC2)c1)c1ccc(Cl)cc1 | · | · | · | · | · | · | · | · | -5.1% | -23.3%
COC(=O)[C@@]12CCCN1[C@H](c1ccc(-c3ccccc3)cc1)[C@H]1C(=O)N(C)C(=O)[C@H]12 | 4.3% | -14.1% | -8.1% | · | -0.2% | · | · | -5.0% | 0.7% | 3.6%
COc1ccc(C(=O)NC2CCN(CC(=O)Nc3cccc(C)c3)CC2)cc1OC | 0.8% | -10.9% | -2.0% | 5.2% | -1.3% | 0.9% | 3.8% | 2.8% | -7.4% | -7.3%
COCCCN(C(=S)Nc1cc(C)cc(C)c1)C(C)c1ccncc1 (stereo not drawn) | -1.3% | -10.2% | -0.1% | 12.6µM* | 14.0% | · | ? | 1.7% | 1.9% | -19.0%
COc1ccc(C)cc1S(=O)(=O)NC1CCCCC1C (stereo not drawn) | -3.4% | -3.6% | 9.3% | -26.6% | -8.1% | -5.0% | -18.7% | 0.6% | 2.0% | -17.5%
COc1ccc(NC2CC(=O)N(CCc3ccccc3)C2=O)cc1 (stereo not drawn) | -0.2% | 8.6% | -1.1% | ? | -1.4% | 7.7% | -11.5% | -8.9% | -0.6% | 5.2%
N#Cc1c(SCc2ccccc2)sc(C(=O)c2ccccc2)c1N | -2.1% | 3.2% | 0.4% | 25.0% | 6.5% | 12.4% | 19.1% | -0.4% | 4.7% | -37.3%
O=C(CSc1nc2c(cnn2-c2ccccc2)c(=O)[nH]1)NC1CCS(=O)(=O)C1 (stereo not drawn) | -2.7% | -4.8% | 0.8% | 3.7% | 0.9% | -7.9% | 2.8% | -0.5% | 9.3% | -2.1%
COc1ccccc1OCCCC(=O)Nc1nnc(C2CCCO2)s1 (stereo not drawn) | -5.8% | 27.5% | 0.2% | 18.0% | 8.3% | -3.3% | -5.4% | 4.5% | 12.5% | -4.7%

A different layout for part of the listing above:
Screens in order – NPC1 prom act, p53 reactivator, ELG1 genotox, RORgamma inh, Rab9 promoter act, MBNL1-CUG inh, Gal4-VP16 FLuc, FLuc counter, uPA surface inh, BRCA1 expr up
> COc1ccc(C(=O)NC2CCN(CC(=O)Nc3cccc(C)c3)CC2)cc1OC
    0.8%, -10.9%, -2.0%, 5.2%, -1.3%, 0.9%, 3.8%, 2.8%, -7.4%, -7.3%
> COCCCN(C(=S)Nc1cc(C)cc(C)c1)C(C)c1ccncc1 (stereo not drawn)
    -1.3%, -10.2%, -0.1%, 12.6µM*, 14.0%, ·, ?, 1.7%, 1.9%, -19.0%
> COc1ccc(C)cc1S(=O)(=O)NC1CCCCC1C (stereo not drawn)
    -3.4%, -3.6%, 9.3%, -26.6%, -8.1%, -5.0%, -18.7%, 0.6%, 2.0%, -17.5%
> COc1ccc(NC2CC(=O)N(CCc3ccccc3)C2=O)cc1 (stereo not drawn)
    -0.2%, 8.6%, -1.1%, ?, -1.4%, 7.7%, -11.5%, -8.9%, -0.6%, 5.2%

Continued:
SMILES | NPC1 prom act | p53 reactivator | ELG1 genotox | RORgamma inh | Rab9 promoter act | MBNL1-CUG inh | Gal4-VP16 FLuc | FLuc counter | uPA surface inh | BRCA1 expr up
CCCCc1nc2cc(C(=O)N3CCCC(OCCC)C3)ccc2o1 (stereo not drawn) | ? | 13.9% | ? | 16.4% | ? | -1.6% | 18.3% | 16.9µM* | -6.5% | 85.3%
CCOc1cccc2sc(N(CCN(C)C)C(=O)/C=C/c3cccs3)nc12 | -1.9% | 2.6% | -10.8% | -35.2% | 6.4% | -2.0% | -27.1% | 0.4% | -7.1% | -44.2%
COc1ccccc1C(=O)Nc1ccc2c(c1)nc(CCNC(C)=O)n2C | ? | ? | ? | -21.6%[0.365 µM] | ? | -1.8% | · | 15.1µM* | · | 10µM*
CCc1cccc(C)c1NC(=O)CCCn1c(=O)c2cccn2c2cccnc21 | -5.8% | 6.1% | 2.5% | -42.6% | -0.5% | 1.0% | 1.7% | -0.1%&1.3% | 1.6% | 0.0%
N#CC1=C(N)OC2=C(C(=O)CCC2)C1c1ccccc1 (stereo not drawn) | -1.2% | 1.6% | 8.9% | -17.9% | -10.2% | 4.5% | 7.8% | 0.6% | 0.2% | -1.2%
O=C(CN1C2=NCCCN2c2ccccc21)c1ccc(Br)s1 | 1.0% | -0.8% | -9.6% | -1.1% | -0.3% | 18.0% | -4.9% | 5.1% | -7.9% | -10.5%
CC1=C(C(=O)Nc2cccc(C(=O)NCc3ccccc3C)c2)SCCO1 | -2.4% | -0.1% | -3.8% | -2.6% | 0.7% | 1.5% | 0.1% | -8.3% | -4.7% | 0.0%
CCC(C)(C#CCN1CCCCC1)OCCC#N (stereo not drawn) | -1.8% | 6.5% | -0.6% | -2.1% | 4.5% | -4.4%[11.5 µM] | 13.0% | -1.6% | -3.1% | -3.3%
O=C(CSCc1ccccc1)NC1CCSC1=O (stereo not drawn) | -1.4% | -2.3% | 5.5% | 13.7% | 7.9% | 2.1% | 10.4% | -1.6% | · | 8.7%
CSc1nc2ccc(NC(=O)COc3ccccc3F)cc2s1 | · | 23.0% | ? | · | · | · | · | · | -18.8% | 78.0%
Nc1nc(SCc2nc3sc4c(c3c(=O)[nH]2)CCCC4)n[nH]1 | 4.4% | 8.2% | 8.6% | 24.6% | -0.2% | · | 8.0% | ? | 3.7% | 16.8%

Bioassay records from PubChem.
